# High-throughput results deposited in PubChem BioAssay by National Center for Advancing Translational Sciences (NCATS).
# TRb-SRC2 inh: TRbeta-SRC2 interaction inhibition | 0.065% of 280,000 active | Potency, µM (titrated, usually from 106 µM), without a hit: top-dose activity change, negative = inhibition, hits mostly inhibitors | TRbeta-SRC2 peptide binding, fluorescence polarization; receptor liganded with 1 µM T3 | P10828;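 note: plate controls were bound peptide for no effect and peptide without receptor for full effect; nearly all actives have a fitted effect of over 50% in size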
# Target sequence (P10828 whole entry, looked up): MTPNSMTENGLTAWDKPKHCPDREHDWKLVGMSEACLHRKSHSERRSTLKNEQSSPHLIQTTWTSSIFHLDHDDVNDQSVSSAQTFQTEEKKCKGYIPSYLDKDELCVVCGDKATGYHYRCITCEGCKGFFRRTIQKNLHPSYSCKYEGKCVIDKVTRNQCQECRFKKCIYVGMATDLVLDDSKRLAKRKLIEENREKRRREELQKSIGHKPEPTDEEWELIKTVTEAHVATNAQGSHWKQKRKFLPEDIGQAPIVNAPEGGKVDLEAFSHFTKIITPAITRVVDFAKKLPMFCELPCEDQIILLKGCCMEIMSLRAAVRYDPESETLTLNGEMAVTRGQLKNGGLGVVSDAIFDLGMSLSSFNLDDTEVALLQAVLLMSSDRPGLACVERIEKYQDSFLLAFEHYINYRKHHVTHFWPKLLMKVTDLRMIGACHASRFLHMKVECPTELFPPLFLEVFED
#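 Polarization signal, normalized between peptide-alone and full complex controls, measured compound effects on T3-liganded human TRb LBD (0.6 uM) binding 20 nM Texas Red SRC2 peptide after 5 hr.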
# TR SRC2 fluor cs: counter-screen for TRb-SRC2 inhibitors: fluorescence interference; TRb/SRC2 Texas Red total fluorescence interference; Potency, µM (highest dose often 106 µM), inactives show top-dose fluorescence change, negative = quenching; 0.29% of 280,000 active; AID 1479; active = well fitted curve in either direction with a large enough effect; inconclusive = small, poorly fitted or top-dose-only effect; note: % is set by controls: 0 for no effect and ±100 for the full control effect
#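 Human TRb ligand-binding domain at 0.6 uM with 20 nM Texas Red SRC2 peptide in Tris buffer containing 1 uM T3 and 5% DMSO, incubated with compound 5 h at ambient temperature. Total fluorescence (555/632 nm) calculated as parallel + 2 × perpendicular.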
# RGS12 GoLoco inh: RGS12 GoLoco-Gai1 interaction inhibition; P63096; 0.44% of 230,000 active; Potency, µM (top dose mostly 61.6 µM), for the others: top-dose activity, negative = inhibition, actives largely listed as inhibitors; Gai1:RGS12 GoLoco peptide FP, rhodamine, 10 min; active = well fitted inhibition curve with a large enough effect, not every such curve was filed as active; inactive = no such curve, though single readings can be large or run the other way; note: % is set by controls: 0 for no effect and ±100 for the full control effect; nearly all actives have a fitted effect of over 30% in size; many of its hits are not listed in these tables
# RECQ1 inh: inhibitors of human RECQ1 DNA helicase; P46063; RECQ1 DNA unwinding, red fluorescence kinetic read; Potency, µM (doses to about 57.3 µM), for inactives: top-dose activity, negative = inhibition, most hits filed as inhibitors; 0.54% of 240,000 active; AID 2549;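 note: plate controls were vehicle for no effect and no enzyme for full effect; nearly all actives have a fitted effect of over 30% in size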
# Target sequence (P46063 whole entry, looked up): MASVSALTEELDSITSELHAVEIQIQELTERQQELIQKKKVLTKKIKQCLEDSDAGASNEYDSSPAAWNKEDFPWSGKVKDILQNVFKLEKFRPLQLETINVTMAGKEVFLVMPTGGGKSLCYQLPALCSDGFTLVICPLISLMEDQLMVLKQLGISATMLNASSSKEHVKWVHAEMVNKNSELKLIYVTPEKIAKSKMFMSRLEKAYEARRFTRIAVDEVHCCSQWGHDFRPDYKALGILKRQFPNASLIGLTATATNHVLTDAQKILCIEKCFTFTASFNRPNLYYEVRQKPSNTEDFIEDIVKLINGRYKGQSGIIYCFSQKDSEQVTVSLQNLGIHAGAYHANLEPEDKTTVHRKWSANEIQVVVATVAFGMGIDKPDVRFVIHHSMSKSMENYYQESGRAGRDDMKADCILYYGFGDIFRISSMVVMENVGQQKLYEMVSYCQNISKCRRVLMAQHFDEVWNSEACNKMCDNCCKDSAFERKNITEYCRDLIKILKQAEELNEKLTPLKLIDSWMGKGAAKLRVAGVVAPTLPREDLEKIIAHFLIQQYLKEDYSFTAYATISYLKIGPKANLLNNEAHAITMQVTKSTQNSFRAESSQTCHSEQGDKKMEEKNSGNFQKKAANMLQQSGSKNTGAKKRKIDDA
#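 50 nM RECQ1T1 preincubated 15 min with compound in Tris pH 8.0 buffer with MgCl2, DTT, Tween-20 and 2.5 ug/ml poly(dI-dC); started with 200 nM TAMRA/BHQ-2 forked duplex and 2 mM ATP. Unwinding read as fluorescence (525/598 nm), two reads 2 h apart.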
# KDM4E inh: blocks human JMJD2E demethylase activity; 1.6% of 230,000 active; JMJD2E catalytic domain, FDH-coupled NADH fluorescence (FDH is formaldehyde dehydrogenase); AID 2147; B2RXH2; Potency, µM (titrated, usually from 57.1 µM), inactives show at the highest dose activity change, negative = inhibition, most hits filed as inhibitors; active = well fitted inhibition curve with a large enough effect, not every such curve was filed as active; inconclusive = small, poorly fitted or top-dose-only effect, or another doubt; inactive = no such curve, though single readings can be large or run the other way;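 note: 0% = wells with enzyme and -100% = buffer wells without enzyme; nearly all actives have a fitted effect of over 50% in size; many of its hits are not listed in these tables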
# ALDH1A1 block: blocks purified human ALDH1A1 activity; P00352; Purified ALDH1A1, NADH fluorescence, propionaldehyde substrate; Potency, µM (titrated, usually from 75.3 µM), for inactives: top-dose activity, negative = inhibition, usual class: inhibitors; 7.3% of 220,000 active; active = well fitted inhibition curve with a large enough effect, not every such curve was filed as active; inconclusive = small, poorly fitted or top-dose-only effect, or another doubt; inactive = no such curve, though single readings can be large or run the other way;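 note: plate controls were no enzyme wells and a reference inhibitor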
# Lamin A splicing: LMNA splicing modulation. 0.01% of 200,000 active. HeLa LMNA splicing GFP/RFP minigene ratio, 48 h. Potency, µM (top dose mostly 46.1 µM), for the others: at the highest dose ratio change, negative = inhibition, actives largely listed as inhibitors; active = well fitted inhibition curve with a large enough effect in the signal ratio, with a control signal flat, not every such curve was filed as active; inconclusive = small, poorly fitted or top-dose-only effect, or effect the other way, or a change in a side signal; the % refers to the signal ratio; note: % is set by controls: 0 for no effect and ±100 for the full control effect
#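 S3 HeLa stable clones carrying a lamin A-EGFP splicing minigene plus DsRed2 were seeded at 600 cells/well in Opti-MEM with 2% FBS, pin-dosed and incubated 48 h at 37°C. Acumen cytometry (488 nm) gave the GFP/RFP total-intensity ratio.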
# SMN2 splice up: SMN2 splice variant enhancement. HEK293 SMN2-luciferase splicing reporter, luminescence, 30-36 h. Potency, µM (series often up to 46.1 µM), without a hit: top-dose activity change, positive = activation, hits mostly activators. 2.8% of 210,000 active. AID 1458; note: % of control where 0% means no effect; nearly all actives have a fitted effect of over 55% in size
#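 HEK293 cells carry an SMN2 […]–luciferase reporter in which exon 7 inclusion puts luciferase in frame. Cells were plated 10-12 h before compound addition, then incubated 30-36 h at 37C. ONE-Glo luminescence was read; sodium butyrate at 4.5 mM final served as control.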
# The depositor's hits bear a star; i = inactive; ? = inconclusive; / = not tested or not shown; & = joins results of further samples; [ ] = remark or other dose. Unless noted, calls come from the whole dose curve; as a rule, active = well fitted curve in the direction sought with a large enough effect; inconclusive = small, poorly fitted or top-dose-only effect, or another doubt; inactive = no such curve, though single readings can be large; an effect the other way counts as inactive or inconclusive. Potency is the fitted concentration of half-maximal effect.
Compound | TRb-SRC2 inh | TR SRC2 fluor cs | RGS12 GoLoco inh | RECQ1 inh | KDM4E inh | ALDH1A1 block | Lamin A splicing | SMN2 splice up
Cc1ccccc1NC(C)C(=O)N/N=C/c1ccccc1OCc1cccc(Br)c1 (stereo not drawn) | 0% | 0% | 15% | -13% | -7% | -5% | 4% | -13%
CCC(c1nnnn1CCc1ccccc1)N1CCN(c2ccc(OC)cc2)CC1 (stereo not drawn) | 0% | 0% | -7% | i | -6% | -4% | -9% | -9%
CC(C)(CSc1ccccn1)NS(=O)(=O)c1ccccc1 | -4% | -3% | 7% | -14% | -3% | ? | -3% | -24%
CCN(CC)S(=O)(=O)c1cccc(C(=O)Nc2ccc3c(c2)OCO3)c1 | 5% | -1% | 10% | i | -2% | ? | / | ?
COC(=O)c1ccc(NC(=O)CN2CCN(c3ccc(Cl)cc3)CC2)cc1 | -17%&-5% | 3%&-1% | 1% | 5% | 4% | 22µM* | -14% | -48%[inhibitor]
COCCn1c(COC)nc2ccccc21 | 3% | 0% | -1% | i | -2% | 8% | -10% | 17%
COc1ccc(C(=O)Nc2ccc3cn[nH]c3c2)c(OC)c1 | -2% | -1% | 12% | -1% | ? | 0% | ? | 13µM*
CCOC(=O)c1c(NC(=O)C2CC(Cl)=CCC2C(=O)O)sc2c1CC(C)(C)OC2 (stereo not drawn) | 0% | 1% | 2% | i | ? | -9% | / | 7%
COc1ccc(CCNC(=O)COc2ccc(S(=O)(=O)NCC(C)C)cc2Cl)cc1OC | 2% | -3% | / | -5% | -2% | 11% | -1% | /
O=C(c1ccccc1-c1ncc[nH]1)N1CCc2c([nH]c3ccccc23)C1c1ccccn1 (stereo not drawn) | -2% | -6% | 2% | i | -13% | -1% | / | /
CC(NCc1ccc(S(N)(=O)=O)cc1)C(=O)N1CCc2ccccc21 (stereo not drawn) | 6% | 0% | 2% | -2% | -1% | / | / | /
COc1cc2c(cc1NC(=O)COC(=O)c1ccccc1)oc1ccccc12 | 10% | -1% | 16% | i | ? | ? | -6%[46 µM] | 15%
Cc1ccc(NS(=O)(=O)c2cccc(C(=O)Nc3cc(C)on3)c2)cc1 | -2% | -1% | 5% | -6% | 7% | -6% | ? | -34%[inhibitor]
Cc1ccc2oc(=O)n(CC(=O)N3CCOCC3)c2c1 | -3% | 1% | 2% | 3% | -6% | -6% | 3%[46 µM] | /
COC/C=C/C1=CC2=CC(=O)C(C)(OC(=O)c3cnc4ccccc4n3)C(=O)C2=CN1CC1CC1 (stereo not drawn) | -1%[11.2 µM] | -3%[11.2 µM] | -3%[14.2 µM] | i[11.5 µM] | 0%[11.4 µM] | -9%[13.5 µM] | ? | 1%[9.22 µM]
CNC(=O)C1=NCCCc2cc(OC)c(OC)cc21 | -11% | -1% | -5% | -4% | ? | 2% | 0% | 20%
C[C@H]1C[C@]2(O[C@@H]2C)C(=O)O[C@@H]2CCN(C)C/C=C(/COC(=O)[C@]1(C)O)C2=O | 2% | -2% | 3% | -3% | -3% | 6% | / | /
O=C(NCC1CCCO1)c1nn2c(c1Cl)NC(c1ccc(F)cc1)CC2C(F)(F)F (stereo not drawn) | -2% | -1% | 3% | -6% | -2% | 2% | 8% | -11%
CNC(=O)c1ccccc1F | -14% | -3% | 9% | i | -2% | 5% | 1% | 7%
Cc1cc2nc(-c3ccc(SCC(=O)Nc4ccc(S(=O)(=O)NC5CC5)cc4)nc3)[nH]c2cc1C | 10% | 1% | 16% | -7% | ? | ? | -16% | 3.5µM*
CC(C)Oc1ccc2ccccc2c1C=O | -3% | 0% | 2% | -3% | -4% | -2% | 15% | -12%
CN1CCN(c2ccc(S(=O)(=O)N3CCCCC3)cc2[N+](=O)[O-])CC1 | -5% | -1% | -7% | i | 0% | -2% | 11%[9.22 µM] | -3%
O=C(N/N=C/c1ccc2c(c1)OCO2)c1ccccn1 | -3% | 0% | 4% | 0% | 1% | 4% | 17% | 3.5µM*
COc1cc(C(=O)Nc2ccc(N(C)C)cc2)c([N+](=O)[O-])cc1OC | 2% | -1% | 83% | i | -22% | -10% | ? | -3%
O=c1c2c([N+](=O)[O-])cc([N+](=O)[O-])cc2sn1-c1ccc(Br)cc1 | 4% | 5% | 5µM* | 0% | 3.5µM* | 1.4µM* | -15% | -4%
CN1C(=S)SC(/[N+]([O-])=C/c2cccnc2)C1(C)C (stereo not drawn) | 1% | 1% | 0% | -1% | 1% | 10% | 5% | -12%
Cc1cc(C)c2ccc(N)nc2c1O | -5% | -3% | 10% | -3% | 25µM* | 4% | ? | -92%
COC(=O)c1cn[nH]c1N | -3% | -6% | -1% | -2% | -1% | 13% | -3% | 8%
CC(NCCC1(C(C)C)CCOC(C)(C)C1)c1cccs1 (stereo not drawn) | 1% | 0% | 3% | -39% | 4% | / | / | /
O=C1CN(C(=O)COC(=O)c2cccc(OCc3ccccc3)c2)c2ccccc2N1 | -3% | -3% | 43%[activator] | -3% | -5% | ? | -4% | ?
Nc1ccccc1-c1nnn(CC(=O)N2CCCc3ccccc32)n1 | 3% | -3% | -2% | -1% | 4% | 5% | 0% | ?
COC(=O)c1ccc(NC(=O)c2cccc(OC)c2)cc1 | 17% | -1% | -2% | -11% | 1% | ? | 3% | ?
COc1ccc2c(c1)C(c1ccc3c(c1)OCO3)CC(=O)O2 (stereo not drawn) | 4% | -5% | -1%[88.7 µM] | i | / | -3% | / | /
CCOC(=O)c1ccccc1NC(=O)CN(c1cccc(OC)c1)S(C)(=O)=O | -6% | -2% | -2% | i | -27% | 2% | ? | -4%
COc1ccc(Br)cc1S(=O)(=O)Nc1ncccc1C | -8% | -1% | 2% | i | 4% | -13% | / | /
COc1ccc(OCC(=O)N2CCN(C(=O)c3ccccc3)CC2)cc1 | -3% | 2% | -11% | -7% | 8% | ? | -3% | 18%
C=CCN(CC=C)S(=O)(=O)c1ccc(C(=O)Nc2sc3c(c2C(N)=O)CCCCC3)cc1 | 4% | -5% | 28% | -3% | -7% | 3.2µM* | 0% | -13%
O=C1N/C(=N\N=C\c2cccs2)SC1Cc1cccc(Cl)c1 (stereo not drawn) | 1% | -4% | -9% | -2% | 6% | -8% | -5% | -51%[inhibitor]
O=C(COC(=O)CCNS(=O)(=O)c1cccc(C(F)(F)F)c1)NC(=O)NC1CCCCC1 | 5% | -2% | -5% | -11% | 11% | 3% | 10% | -11%
O=[N+]([O-])c1cnn(-c2nc(-c3ccco3)cc(C(F)(F)F)n2)c1 | -5% | -3% | 6% | -1% | -7% | -1% | 12%[46 µM] | -8%
O=C(Nc1cccc(S(=O)(=O)N2CCCCC2)c1)c1c2c(nc3ccccc13)CCN(Cc1ccccc1)C2 | 15% | 1% | 24% | -7% | -5% | -7% | ? | 14%
Cc1nc2cc(C(=O)N3CCc4ccccc43)ccc2n1-c1ccc(F)c(F)c1 | 5% | -1% | -1% | -16% | -25% | ? | -2% | -4%
CCOC(=O)N1CCN(c2c(N3CCN(c4ccccc4F)CC3)c(=O)c2=O)CC1 | 9% | -7% | 0% | -2% | 2% | / | / | /
Nc1nnc(Sc2ccc(Cl)cc2[N+](=O)[O-])s1 | 2% | -4% | / | -10% | 9% | 12% | -2% | /
C=CCn1c(SCCCC)nc(O)cc1=O | 5%&8% | -4%&-4% | 18%&15% | -9%&-11% | -8%&4% | 1% | 2% | -12%
COC(=O)C1=C(Nc2ccc(OC)cc2)C=C(C)C(C(=O)OC)C1c1ccc(C)cc1 (stereo not drawn) | -16% | -2% | 2% | i | ? | ? | ? | -1%
CCOc1ccccc1N(CC(=O)N/N=C(\C)c1cccc(Br)c1)S(C)(=O)=O | -2% | -1% | 8% | 1% | 6% | ? | -12%[46 µM] | -11%
COc1ccc(S(=O)(=O)N2CCCCC2)cc1NC(=O)CSc1ncnc2ccccc12 | 1% | 0% | 9% | -16% | -4% | -4% | -9% | -45%[inhibitor]
CN(CCc1ccccn1)C(=O)CCC1CCCN(C(=O)c2ccsc2)C1 (stereo not drawn) | -3% | -1% | 5% | -13% | -1% | 11% | / | /
C=C(C)C(=O)Nc1cccc(C2=NOC3(C2)C[C@H](C(N)=O)N(C(=O)/C=C/C)C3)c1 (stereo partly drawn) | -5% | -2% | 2% | i | -5% | / | / | /

# Continuation.
Compound | TRb-SRC2 inh | TR SRC2 fluor cs | RGS12 GoLoco inh | RECQ1 inh | KDM4E inh | ALDH1A1 block | Lamin A splicing | SMN2 splice up
O=C(c1ccc2c(c1)OCO2)N(c1ccc(Cl)cc1)C1C=CS(=O)(=O)C1 (stereo not drawn) | -1% | -5% | -7% | i | 1% | 14% | -6% | 19%
CC(C)NC(=O)NC(=O)COC(=O)c1ccccc1O | -6% | 1% | 1% | -1% | -1% | 7% | 5%[46 µM] | 0%
COc1cc(O)c(C(CC(=O)N2CCCCC2)c2ccc(N(C)C)cc2)c(OC)c1 (stereo not drawn) | 1%&-5% | -2%&0% | -7% | -1%&-11% | -1% | / | / | /
CCc1ccc(OCC(=O)N(C)C)c(Br)c1 | 5% | -3% | 8% | -1% | 0% | -9% | 2% | -9%
Cc1nc(N)[nH]c(=O)c1CC(=O)OCCCl | 5% | -2% | 1% | -3% | 2% | -16% | / | /
Cc1nn(-c2ccc(F)cc2)c(C)c1NS(=O)(=O)c1ccc(Cl)cc1 | -15% | 1% | -2% | -14% | -7% | 11% | ? | -15%
O=C(Nc1cccn(Cc2c(Cl)cccc2Cl)c1=O)c1ccccc1Cl | 3% | -4% | 15% | -13% | ? | ? | -9% | -15%
Cc1ccccc1Cn1nc(C)c(NC(=O)c2ccccc2)c1C | -5% | -3% | 5% | 8% | ? | 7% | -4%[46 µM] | 23%
CCOc1cccc(N2C(=O)CC(N3CCN(c4nc5ccccc5s4)CC3)C2=O)c1 (stereo not drawn) | 8% | -1% | 3% | 21% | 7% | -13% | 4% | /

# A portion of the library; count on the stated rates, not on these rows.
